IDH1 R132H inh: qHTS for Inhibitors of mutant isocitrate dehydrogenase 1 (IDH1): qHTS; Potency, µM (series often up to 76.6 µM), inactives show top-dose activity change, negative = inhibition, most hits filed as inhibitors; hit rate 0.093% among 390,000; IDH1-R132H enzyme, NADPH consumption, diaphorase/resazurin fluorescence; AID 602179, 2012; further: on the % scale 0 is the no-effect control and ±100 the full control effect; nearly all actives have a fitted effect of over 65% in size
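IDH1-R132H (0.5 ug/mL dispensed) in pH 7.5 Tris buffer was preincubated 30 min with compound, then given a substrate mix of 0.016 mM NADPH and 2 mM alpha-KG for 80 min at room temperature; remaining NADPH was read by diaphorase/resazurin fluorescence.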
TrxR1 substrate: qHTS Assay for Substrates of Mammalian Selenoprotein Thioredoxin Reductase 1 (TrxR1): qHTS; purified TrxR1 substrate turnover, NADPH consumption readout; Potency, µM (top dose mostly 114 µM), without a hit: at the top dose activity change, negative = substrate turnover; AID 588456, 2011; Thioredoxin reductase 1, cytoplasmic (Rattus norvegicus), O89049; hit rate 0.01% among 390,000; further: on the % scale 0 is the no-effect control and ±100 the full control effect; nearly all actives have a fitted effect of over 50% in size
Target sequence (O89049 whole entry, looked up): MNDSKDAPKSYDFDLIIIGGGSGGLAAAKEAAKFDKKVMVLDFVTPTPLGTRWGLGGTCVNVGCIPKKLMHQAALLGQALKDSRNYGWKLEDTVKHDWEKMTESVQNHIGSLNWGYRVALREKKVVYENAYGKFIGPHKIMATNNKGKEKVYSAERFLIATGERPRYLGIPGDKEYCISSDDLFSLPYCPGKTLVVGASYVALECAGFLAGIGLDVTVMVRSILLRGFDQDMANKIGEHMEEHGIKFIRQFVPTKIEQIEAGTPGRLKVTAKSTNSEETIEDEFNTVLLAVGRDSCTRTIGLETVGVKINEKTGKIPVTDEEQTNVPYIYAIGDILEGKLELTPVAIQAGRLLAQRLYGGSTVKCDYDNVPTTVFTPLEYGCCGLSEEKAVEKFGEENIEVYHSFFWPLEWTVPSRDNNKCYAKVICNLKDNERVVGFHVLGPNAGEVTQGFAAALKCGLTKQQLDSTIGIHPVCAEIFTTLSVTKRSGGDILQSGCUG
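Rat TrxR1, dispensed at 90 nM, was prereduced with 400 uM NADPH (final) for 5 min at ~22 deg C, then incubated with compound 15 min before 400 uM selenite. A first-read NADPH fluorescence drop versus no-compound background flagged substrates.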
Vif-A3G inh: qHTS for Inhibitors of Vif-A3G Interactions: qHTS. hit rate 0.076% among 410,000. AID 602310, 2012. Potency, µM (doses to about 46.1 µM), for the others: at the highest dose activity, negative = active, hits mostly inhibitors. HeLa A3G-eYFP + Vif (tagged APOBEC3G with the HIV-1 protein that degrades it), YFP fluorescence, overnight;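 further: on the % scale 0 is the no-effect control and ±100 the full control effect; nearly all actives have a fitted effect of over 60% in size; hits raise eYFP signal because A3G escapes Vif-driven loss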
Target sequence (Q9HC16 whole entry, looked up): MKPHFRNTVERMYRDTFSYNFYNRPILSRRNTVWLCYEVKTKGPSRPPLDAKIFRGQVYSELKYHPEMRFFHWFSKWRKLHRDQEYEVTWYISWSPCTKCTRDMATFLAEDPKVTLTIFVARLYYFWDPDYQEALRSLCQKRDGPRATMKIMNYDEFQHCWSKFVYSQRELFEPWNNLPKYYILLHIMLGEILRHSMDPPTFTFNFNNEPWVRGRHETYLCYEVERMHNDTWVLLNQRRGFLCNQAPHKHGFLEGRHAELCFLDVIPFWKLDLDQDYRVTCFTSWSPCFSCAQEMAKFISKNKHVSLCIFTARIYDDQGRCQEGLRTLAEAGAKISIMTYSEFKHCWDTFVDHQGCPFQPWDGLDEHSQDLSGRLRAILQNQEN
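Read-out is eYFP fluorescence (Ex 488/Em 500-530) from Vif-expressing HeLa A3G-eYFP cells; more signal means A3G escaped Vif-mediated degradation. Cells plated overnight, compound pinned in, incubated overnight at 37 deg C.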
RGS4 inhibitor: Inhibitors of Regulator of G Protein Signaling (RGS) 4: qHTS. Potency, µM (highest dose often 114 µM), for the others: at the top dose activity change, negative = inhibition, actives largely listed as inhibitors. hit rate 0.039% among 390,000. Transcreener GDP fluorescence polarization, RGS4-accelerated GTP hydrolysis. Regulator of G-protein signaling 4 (Homo sapiens), P49798; further: on the % scale 0 is the no-effect control and ±100 the full control effect; nearly all actives have a fitted effect of over 75% in size; some results filed as inactive show a strong effect at the top dose
Target sequence (P49798 whole entry, looked up): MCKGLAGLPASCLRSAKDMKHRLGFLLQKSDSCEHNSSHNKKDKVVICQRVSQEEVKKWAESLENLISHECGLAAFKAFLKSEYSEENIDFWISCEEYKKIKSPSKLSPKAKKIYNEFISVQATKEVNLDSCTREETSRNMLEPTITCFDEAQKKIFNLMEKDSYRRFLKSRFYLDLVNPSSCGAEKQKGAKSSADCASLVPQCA
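MLSMR compounds (23 nl, pin-transferred) preincubated 10 min at room temperature with a 500nM (2x) first reagent, then RGS4 at 900nM (2x) plus Transcreener GDP mix added; fluorescence polarization (620/688 nm) read before and after 90 min at 30 °C.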
12-LOX inh: Primary qHTS assay for inhibitors of human arachidonate 12S-lipoxygenase (ALOX12): Round 2; Polyunsaturated fatty acid lipoxygenase ALOX12 (Homo sapiens), P18054; purified 12hLO, xylenol orange hydroperoxide absorbance; Potency, µM (doses to about 108 µM), for the others: at the highest dose activity change, negative = inhibition, hits mostly inhibitors; hit rate 1.1% among 580,000; further: on the % scale 0 is the no-effect control and ±100 the full control effect
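Purified human 12hLO at 150 nM in 25 mM Hepes, 0.01% Triton X-100, pH 7.0, preincubated 15 min at room temperature with compound. Reaction started with 40 uM arachidonic acid, 30 min at room temperature. Hydroperoxide measured by Fe-xylenol orange, 573/405 nm absorbance ratio.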
USP1 inh: Inhibitors of USP1/UAF1: Primary Screen; Ubiquitin carboxyl-terminal hydrolase 1 (Homo sapiens), O94782; recombinant USP1/UAF1, Ub-Rhodamine cleavage fluorescence; Potency, µM (top dose mostly 57.1 µM), without a hit: top-dose activity change, negative = inhibition, hits mostly inhibitors; hit rate 0.23% among 390,000; further: on the % scale 0 is the no-effect control and ±100 the full control effect; nearly all actives have a fitted effect of over 60% in size; inactives centre near -12
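In this screen, compounds sit with the deubiquitinase complex (1nM) for 15 min at room temperature before Ub-Rho is added at 150nM final. Fluorescence rise is then followed for 6 reads every 60 seconds.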
Vif-A3F inh: qHTS for Inhibitors of Vif-A3F Interactions: qHTS; Potency, µM (top dose mostly 46.1 µM), for inactives: top-dose activity, negative = active; AID 602313, 2012; hit rate 0.2% among 390,000; HeLa A3F-eYFP + Vif (tagged APOBEC3F with the HIV-1 protein that degrades it), YFP fluorescence increase; further: % of control where 0% means no effect; nearly all actives have a fitted effect of over 65% in size
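HeLa cells stably expressing Vif plus C-terminally eYFP-tagged A3F were seeded, incubated overnight at 37 deg C, dosed with compound, incubated overnight again at 37 deg C. Yellow fluorescence (Ex 488/Em 500-530) reported blocked Vif-mediated A3F-eYFP degradation.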
RXFP1 agonist: qHTS Assay for Agonists of the Relaxin Receptor RXFP1 | hit rate 0.3% among 370,000 | AID 2676, 2010 | HEK293T-RXFP1 cAMP TR-FRET, 30 min; response scale: percent of porcine relaxin response, buffer zero | Potency, µM (highest dose often 57.5 µM), without a hit: top-dose activation, hits mostly activators | Relaxin receptor 1 (Homo sapiens), Q9HBX9; further: on the % scale 0 is the no-effect control and ±100 the full control effect; nearly all actives have a fitted effect of over 60% in size; many of its hits are not listed in these tables
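HEK293T cells stably expressing RXFP1 were pretreated with the PDE4 inhibitor Ro 20174, exposed to compounds for 30 min at 37C, lysed, and cAMP was read by TR-FRET. Data normalized to buffer (basal) and 29 nM porcine relaxin (100%).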
rTrxR1 inhibitor: qHTS Assay for Inhibitors of Mammalian Selenoprotein Thioredoxin Reductase 1 (TrxR1): qHTS; Thioredoxin reductase 1, cytoplasmic (Rattus norvegicus), O89049; recombinant rTrxR1, NADPH fluorescence consumption, selenite substrate; Potency, µM (titrated, usually from 114 µM), for the others: top-dose activity change, negative = inhibition, actives largely listed as inhibitors; hit rate 1% among 390,000; AID 588453, 2011; further: on the % scale 0 is the no-effect control and ±100 the full control effect; nearly all actives have a fitted effect of over 65% in size
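Rat TrxR1 (90 nM in the dispensed reagent) was pre-reduced with 400 uM NADPH for 5 min at room temperature, then incubated with compound for 15 min. After 400 uM selenite was added, NADPH fluorescence (Ex 340/Em 450 nm) was followed for 8 min.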
An asterisk follows results filed as active; ? = inconclusive; . = no result given; & = joins results of further samples; ! = not confirmed by another sample; [ ] = dose if it differs, or a comment. The call rests on the fitted dose curve; in most records, active means well fitted curve in the direction sought with a large enough effect; inconclusive means small, poorly fitted or top-dose-only effect, or another doubt; inactive means no such curve, though single readings can be large; an effect the other way counts as inactive or inconclusive. Potency means the concentration at half of the fitted maximal effect. Some of the compounds tested; count on the stated rates, not on these rows.

SMILES	IDH1 R132H inh	TrxR1 substrate	Vif-A3G inh	RGS4 inhibitor	12-LOX inh	USP1 inh	Vif-A3F inh	RXFP1 agonist	rTrxR1 inhibitor
Fc1cccc(CSc2nc(NCCc3ccccc3)c3ccccc3n2)c1	4%	0%[57.1 µM]	3%	21%	?	-23%	-4%	0.0%	16%[57.1 µM]
CC(C)(C)n1nnnc1C(c1ccccc1)N1CCc2ccccc2C1 (configuration not stated)	0%	9%[57.1 µM]	2%	39%	.	-8%	-6%	-0.3%	-5%[57.1 µM]
CCOC(=O)n1c(SCC(N)=O)nc2ccccc21	4%	-4%	1%	33%	-13%	-7%	-13%	3.5%	-8%
O=C1C(Cl)=C(NCC2CCCO2)C(=O)N1c1ccccc1 (configuration not stated)	2%	-10%	1%	-27%	0%	-16%	-1%	-0.3%	?
O=S(=O)(NN=C(c1ccccc1)c1ccccc1)c1ccccc1	-12%	.	-3%	.	-1%	-19%	2%	.	.
COc1ccc(CC(=O)OCC(=O)c2ccc[nH]2)cc1	9%	0%	0%	-19%	36%[activator]	-17%	-1%	3.2%	6%
COc1cnc(-c2ccccn2)nc1Sc1ccc(C)cc1	-3%	2%	-2%	-1%	-15%	?	-3%	-0.5%	15%
Cc1ccc(F)cc1NC(=O)C1CC(=O)N(CCc2ccccc2)C1 (configuration not stated)	13%	0%	2%	15%	7%	1%	9%	-1.2%	30%
CC(C)CC(=O)N1CCN(C(=O)c2cccc(F)c2)CC1	-1%	10%[57.1 µM]	2%	-13%	1%	-25%	-12%	0.2%	15%[57.1 µM]
O=C(c1ccco1)N1CCN(C(=O)c2ccc(-c3ccc([N+](=O)[O-])cc3)o2)CC1	8%	-12%	1%	?	?	-21%	7%	.	7.1µM*
COc1ccc(NC(=O)C2(S(=O)(=O)c3ccc(C)cc3)CC2)cc1	3%	0%	-4%	33%	-6%	-5%	13%	-0.1%	15%
Cc1cc(C)cc(-n2c(SCC(=O)N3CCCCCC3)nc3c([nH]c4ccccc43)c2=O)c1	11%	3%[57.1 µM]	-3%	-4%	-19%	-20%	-2%	2.5%	20%[57.1 µM]
Cc1ccc(-c2cc(C(=O)NCc3cnn(C)c3)c3cc(Br)ccc3n2)cc1	0%&4%	1%	-2%&-15%	-41%&-23%	-5%&-13%	?	-16%&10%	22µM*!	14%
CC(=O)c1cccc(NC(=O)CSc2nc3c(=O)n(C)c(=O)n(C)c3n2C)c1	-3%	10%[57.1 µM]	-8%	-2%	6%	-6%	-2%	4.6%	23%[57.1 µM]
O=C(COc1cccnc1[N+](=O)[O-])N1N=C(c2ccc(Cl)cc2)CC1c1ccco1 (configuration not stated)	6%	2%	4%	-27%	-18%	-13%	7%	-0.6%	11%
Cc1cccc(N2CCN(S(=O)(=O)c3cc(Cl)ccc3Cl)CC2)c1C	10%	-2%	1%	12%	2%	-8%	5%	-1.7%	8%
COc1ccccc1C(=O)Nc1ccccc1C(=O)NCc1ccco1	-2%	-8%	0%	6%	-46%	-11%	0%	2.8%	-4%
N#CCCn1cc(C(=O)Nc2ccc(C(=O)O)cc2)c(-c2ccc([N+](=O)[O-])cc2)n1	-10%	-6%[57.1 µM]	-6%	15%	?	-11%	8%	3.2%	-6%[57.1 µM]
O=C1Nc2ccccc2Oc2cc([N+](=O)[O-])ccc21	11%	5%	-8%	-19%	19%	-32%	?	0.9%	14%
CCOc1ccc(-c2cc3nc(C4CCN(C(=O)OC(C)(C)C)CC4)c(C(=O)Nc4cccc(C(F)(F)F)c4)cn3n2)cc1	-18%	23%	-8%	-3%	-9%	-21%	-5%	8.7%	2%
CC1(C)CC(NC(=O)c2ccccn2)CC(C)(C)N1O	-9%	3%	1%	-51%	?	-23%	2%	2.8%	20%
COC(=O)c1cnc(Oc2c(Cl)cc(N)cc2Cl)cc1C(F)(F)F	2%	-7%	-3%	1%	0%	-4%	0%	-2.8%	27%[57.1 µM]
Cc1ccc([N+](=O)[O-])cc1NCC(=O)NN	13%	5%[57.1 µM]	-1%	11%	-3%	?	-5%	0.2%	38%[activator][57.1 µM]
CC(NC(=O)[C@@H](C)NC(=O)[C@@H]1Cc2ccccc2CN1C(=O)OC(C)(C)C)c1ccccc1 (some centres not stated)	-7%	-5%	0%	-9%	-5%	-3%	0%	0.3%	9%
Cc1cccc(-n2cnc3cc(C(=O)NC4CCCCCC4)ccc32)c1	0%	1%[57.1 µM]	-22%	-9%	-5%	13%	-1%	3.6%	12%[57.1 µM]
O=C1CS/C(=C\S(=O)(=O)c2ccc(Cl)cc2)N1	2%	2%	1%	-30%	-10%	-5%	.	1.7%	-27%
CC(C)c1ccc(/C=C2\SC(=S)N(CCC(=O)NCCCn3ccnc3)C2=O)cc1	9%	-8%	3%	20%[11.4 µM]	-22%	-14%	-5%	-2.1%	-6%
CCOC(=O)C1=C(CN2CCN(C(=O)c3ccco3)CC2)NC(=O)NC1c1ccccc1 (configuration not stated)	-7%	-1%	-1%	10%	.	-23%	-2%	0.8%	20%
CN(C)CCNc1c(N)c(=O)oc2ccccc12	-1%	9%	3%	14%	?	?	-8%	-1.4%	3%
CC(C)N(C)S(=O)(=O)c1ccc(NC(=O)C2=COCCO2)cc1	-5%	-3%	1%	-2%	2%	-8%	-2%	-0.2%	-5%

Just Vif-A3G inh, Vif-A3F inh and TrxR1 substrate (3 entries from above):
molecule	Vif-A3G inh	Vif-A3F inh	TrxR1 substrate
CC(NC(=O)[C@@H](C)NC(=O)[C@@H]1Cc2ccccc2CN1C(=O)OC(C)(C)C)c1ccccc1 (some centres not stated)	0%	0%	-5%
Cc1cccc(-n2cnc3cc(C(=O)NC4CCCCCC4)ccc32)c1	-22%	-1%	1%[57.1 µM]
O=C1CS/C(=C\S(=O)(=O)c2ccc(Cl)cc2)N1	1%	.	2%

(cont.)
SMILES	IDH1 R132H inh	TrxR1 substrate	Vif-A3G inh	RGS4 inhibitor	12-LOX inh	USP1 inh	Vif-A3F inh	RXFP1 agonist	rTrxR1 inhibitor
O=C(CCN1C(=O)c2ccccc2C1=O)NC(=S)Nc1ccccc1Cl	10%	-6%[57.1 µM]	3%	-14%	?	-13%	-26%	-1.2%	8%[57.1 µM]
CSc1ccccc1C(=O)Nc1cccc(N(C)S(C)(=O)=O)c1	-1%	10%[57.1 µM]	-5%	22%	-12%	-11%	2%	0.5%	19%
O=C(CC(NS(=O)(=O)c1ccc(Cl)cc1)c1ccco1)NC1CCCC1 (configuration not stated)	3%	2%[57.1 µM]	1%	-27%	.	1%	0%	-0.5%	-5%
COc1ccc(C2c3[nH]c4ccccc4c3CCN2C(=O)c2cc3ncccn3n2)c(F)c1 (configuration not stated)	4%	-6%[57.1 µM]	-12%	-20%	-12%	-14%	?	-0.2%	-22%[57.1 µM]
Cc1cc(S(=O)(=O)N2CCN=C2c2ccccc2)c(Cl)cc1Cl	5%	-3%	-1%	3%	10%	3%	6%	0.9%	-17%
CCC(C)N(CCNC(=O)c1ccc2c(c1)NC(=O)c1ccccc1S2)C1CCCCC1 (configuration not stated)	0%	5%	1%	-16%	-27%	-20%	-2%	0.9%	17%
CC(CCc1ccccc1)NC(=O)Cn1cccc1C(=O)c1ccccc1 (configuration not stated)	-8%	-1%	2%	1%[11.4 µM]	5%	-22%	1%	3.5%	9%
CCN(CC)CC(O)CNc1ccnc2c(Cl)ccc(Cl)c12 (configuration not stated)	-4%	-3%	4%	8%	-14%	-1%	-12%	.	5%
CNC(=O)CC1C(=O)N(c2ccc(OC)cc2)C(=S)N1NC(=O)c1cccc(F)c1 (configuration not stated)	9%	0%[57.1 µM]	1%	9%	180%[activator]	3%	-2%	2.0%	21%
N/C(=N\OS(=O)(=O)c1ccccc1)c1ccccn1	3%	11%	3%	-21%	33%[activator]	-14%	1%	0.5%	-10%
CC(/C=C/c1ccc2c(c1)OCO2)=N/NC(=O)c1ccncc1	-4%	-16%	5%	16%	6%	-13%	3%	0.0%	-3%
CC(C)c1nc2c(s1)CCc1onc(-c3cccc([N+](=O)[O-])c3)c1-2	-10%	5%[57.1 µM]	-9%	-9%	-1%	-30%	1%	-0.4%	21%[57.1 µM]
CCOc1ccc(C2C(C(=O)Nc3ccccc3)=C(C)Nc3nc(-c4ccccc4)nn32)cc1OC (configuration not stated)	-5%	1%	0%	-13%	-19%	-5%	-1%	4.3%	6%

Assay outcomes from PubChem.
